KCNH2 3.1 inh: blocks the human KCNH2 3.1 channel isoform. U2OS KCNH2 3.1, thallium flux FluxOr; hits give low values. activity change, % (tested at about 1.8 µM). actives 0.95% (n = 340,000);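 active means maximum activity change below -70%; inconclusive means maximum activity change from -70% to -50%; inactive means maximum activity change above -50%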;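 further: thallium influx rate constant from kinetic fluorescence after stimulation buffer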
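Kinetic fluorescence (2 min after stimulation buffer) measures Tl+ influx through KCNH2 3.1 expressed by viral transduction in U2OS cells; the rate constant is normalized against DMSO controls serving as positive and negative references.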
hERG WT inh: KCNH2 (human, wildtype) channel inhibition | Q12809 | U2OS, BacMam KCNH2, thallium flux FluxOr; hits give low values | activity change, % at 1.84 µM | actives 0.37% (n = 340,000) | AID 720551;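 active means maximum activity change below -70%; inconclusive means maximum activity change between -70% and -50%; inactive means maximum activity change above -50%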
Target sequence (Q12809 whole entry, looked up): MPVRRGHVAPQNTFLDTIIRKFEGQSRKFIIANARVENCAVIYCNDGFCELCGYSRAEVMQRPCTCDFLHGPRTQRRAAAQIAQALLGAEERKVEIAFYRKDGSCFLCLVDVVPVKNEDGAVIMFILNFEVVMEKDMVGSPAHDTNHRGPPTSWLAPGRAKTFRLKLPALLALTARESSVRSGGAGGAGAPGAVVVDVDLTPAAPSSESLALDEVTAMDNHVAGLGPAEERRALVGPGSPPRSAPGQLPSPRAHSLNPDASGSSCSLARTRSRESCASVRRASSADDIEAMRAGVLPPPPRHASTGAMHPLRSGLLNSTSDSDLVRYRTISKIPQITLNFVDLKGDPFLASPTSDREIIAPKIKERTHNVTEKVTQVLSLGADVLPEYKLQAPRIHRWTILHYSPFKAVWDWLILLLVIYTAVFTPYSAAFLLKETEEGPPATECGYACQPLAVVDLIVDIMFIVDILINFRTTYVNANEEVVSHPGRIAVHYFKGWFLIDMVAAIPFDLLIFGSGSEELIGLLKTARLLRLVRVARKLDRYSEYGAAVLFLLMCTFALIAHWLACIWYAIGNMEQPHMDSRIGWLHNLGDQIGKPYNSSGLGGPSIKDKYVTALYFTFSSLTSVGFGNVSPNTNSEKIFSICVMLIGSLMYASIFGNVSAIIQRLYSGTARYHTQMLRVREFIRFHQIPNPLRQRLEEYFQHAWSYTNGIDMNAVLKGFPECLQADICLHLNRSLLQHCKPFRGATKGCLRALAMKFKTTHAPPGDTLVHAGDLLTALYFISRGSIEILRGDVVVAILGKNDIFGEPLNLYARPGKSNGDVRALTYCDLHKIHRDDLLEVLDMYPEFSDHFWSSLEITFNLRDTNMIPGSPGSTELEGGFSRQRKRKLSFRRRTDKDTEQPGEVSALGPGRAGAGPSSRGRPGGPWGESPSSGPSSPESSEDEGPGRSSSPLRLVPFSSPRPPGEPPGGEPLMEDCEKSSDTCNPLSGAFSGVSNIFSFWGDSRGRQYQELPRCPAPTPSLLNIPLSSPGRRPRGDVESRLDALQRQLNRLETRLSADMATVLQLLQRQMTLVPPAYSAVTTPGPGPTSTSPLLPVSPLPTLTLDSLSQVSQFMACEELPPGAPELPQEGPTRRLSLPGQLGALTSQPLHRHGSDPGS
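U2OS cells transduced with wild-type KCNH2 virus are loaded with FluxOr dye for 45 min, and thallium flux is measured in kinetic reads before and after stimulation buffer. Rate constants are normalized to DMSO controls.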
The depositor's hits bear a star; ? = inconclusive. On the % scale 0 is the no-effect control and ±100 the full control effect. Only part of the results is shown; the hit share may differ from the screen's.

1: CCn1c(SCC(=O)Nc2ccccc2)nc2c(c1=O)SCC2
2: CCN(CC)S(=O)(=O)c1ccc(OC)c(NC(=O)c2cc([N+](=O)[O-])ccc2N2CCOCC2)c1
3: CN(C)S(=O)(=O)N1CCC(Oc2ccc(C(=O)N3CCCCCC3)cc2)CC1
4: O=C(Nc1ccn(CCCN2CCN(Cc3cccc4ccccc34)CC2)c(=O)n1)OCc1ccccc1
5: O=C(OCc1cn([C@@H]2C[C@H](c3ccc(Cl)cc3)N(C(=O)C3CCCCC3)C[C@H]2O)nn1)c1ccccc1
6: COc1ccccc1C(=O)NCCCNc1nc2cc(C)cc(C)c2cc1C#N
7: CC1=C(C(=O)N2CCOCC2)CC(CC(=O)NCc2ccco2)C(=O)N1Cc1ccccc1 (stereo not given)
8: C[C@@H]1CN([C@@H](C)CO)C(=O)CCCn2nncc2CO[C@@H]1CN(C)C(=O)OCc1ccccc1
assay / entry	1	2	3	4	5	6	7	8
KCNH2 3.1 inh	-1	-6	-10	?	-21	-8	14	6
hERG WT inh	-4	16	-10	-1	13	-16	-15	4

9: COc1ccc(C(CNC(=O)c2ccc(-c3ccccc3Cl)o2)N2CCCC2)cc1 (stereo not given)
10: COc1cc(-c2c(NC(=O)c3ccco3)oc3ccc(Cl)cc3c2=O)cc(OC)c1OC
11: Cc1c(NC(=O)COC(=O)/C=C/c2cccc(F)c2)c(=O)n(-c2ccccc2)n1C
12: CC(Sc1nnc(-c2ccncc2)n1C)C(=O)NCC(=O)Nc1ccc(F)c(F)c1F (stereo not given)
13: Cc1nc(NC(=O)C(C)(C)C)sc1-c1csc(N)n1
14: O=C(Nc1ccc2c(c1)OCCO2)c1c(Cl)cccc1Cl
15: O=C1CC[C@@H](C(=O)N2CSC[C@@H]2C(=O)Nc2cccc(C(F)(F)F)c2)N1
16: CCOC(COC(=O)c1ccccc1C(=O)O)c1ccccc1 (stereo not given)
assay / entry	9	10	11	12	13	14	15	16
KCNH2 3.1 inh	-11	3	1	-4	3	13	1	2
hERG WT inh	47	2	0	2	-2	15	0	-6

17: CC(C)NC(=O)N(C)C[C@H]1OCCCC[C@@H](C)Oc2ccc(NC(=O)C3CCCCC3)cc2C(=O)N([C@H](C)CO)C[C@@H]1C
18: COCCNc1nnc(SCC(=O)c2cc(C)n(C3CC3)c2C)s1
19: CCOc1ccc(-c2csc(C3COc4ccccc4O3)n2)cc1 (stereo not given)
20: C[C@@H]1CN([C@@H](C)CO)C(=O)CCCn2nncc2CO[C@@H]1CN(C)S(=O)(=O)c1ccc(Oc2ccccc2)nc1
21: CN(C(=O)COC(=O)/C=C/c1ccccc1)C1CCS(=O)(=O)C1 (stereo not given)
22: C[C@@H]1CN([C@@H](C)CO)C(=O)c2cc(Br)cnc2O[C@H]1CN(C)S(=O)(=O)c1ccccc1
23: COCOCCn1cc(CN2CCS(=O)(=O)N(Cc3ccc(-c4ccncc4)cc3)C(CC(C)C)C2=O)nn1 (stereo not given)
24: c1ccc(C2=NCCCO2)cc1
assay / entry	17	18	19	20	21	22	23	24
KCNH2 3.1 inh	-1	-1	13	11	18	-13	3	10
hERG WT inh	-14	6	1	-17	-20	5	4	18

A second format for two compounds above.
18) COCCNc1nnc(SCC(=O)c2cc(C)n(C3CC3)c2C)s1
  KCNH2 3.1 inh: -1 | hERG WT inh: 6
19) CCOc1ccc(-c2csc(C3COc4ccccc4O3)n2)cc1 (stereo not given)
  KCNH2 3.1 inh: 13 | hERG WT inh: 1

Going on with the list.
25: O=C(c1cccc(S(=O)(=O)N2CCOCC2)c1)N1CCN(c2ncccn2)CC1
26: CSc1ncnc2c1ncn2CCCNCc1cccs1
27: Cc1ccc(C)c(S(=O)(=O)Nc2ccc(C(=O)N3CCOCC3)cc2)c1
28: Cc1ccccc1NC(=O)COC(=O)COc1ccc2ccc(=O)oc2c1
29: COc1cc(NCCCCC(C)N)c2nccc(C)c2c1 (stereo not given)
30: O=C1C(=C(c2ccccc2)N2CCOCC2)Cc2ccccc21
31: CCc1nc(N2CCN(C(=O)CCCl)CC2)c2c3c(sc2n1)CCCC3
32: COc1cc2c3c(cccc3c1)C(=O)N(CCN1CCCC1)C2=O
assay / entry	25	26	27	28	29	30	31	32
KCNH2 3.1 inh	0	3	3	13	4	3	1	2
hERG WT inh	-7	7	9	16	-11	-2	-8	3

As a working copy, 15 of the compounds above:
18: COCCNc1nnc(SCC(=O)c2cc(C)n(C3CC3)c2C)s1
19: CCOc1ccc(-c2csc(C3COc4ccccc4O3)n2)cc1 (stereo not given)
20: C[C@@H]1CN([C@@H](C)CO)C(=O)CCCn2nncc2CO[C@@H]1CN(C)S(=O)(=O)c1ccc(Oc2ccccc2)nc1
21: CN(C(=O)COC(=O)/C=C/c1ccccc1)C1CCS(=O)(=O)C1 (stereo not given)
22: C[C@@H]1CN([C@@H](C)CO)C(=O)c2cc(Br)cnc2O[C@H]1CN(C)S(=O)(=O)c1ccccc1
23: COCOCCn1cc(CN2CCS(=O)(=O)N(Cc3ccc(-c4ccncc4)cc3)C(CC(C)C)C2=O)nn1 (stereo not given)
24: c1ccc(C2=NCCCO2)cc1
25: O=C(c1cccc(S(=O)(=O)N2CCOCC2)c1)N1CCN(c2ncccn2)CC1
26: CSc1ncnc2c1ncn2CCCNCc1cccs1
27: Cc1ccc(C)c(S(=O)(=O)Nc2ccc(C(=O)N3CCOCC3)cc2)c1
assay / entry	18	19	20	21	22	23	24	25	26	27
KCNH2 3.1 inh	-1	13	11	18	-13	3	10	0	3	3
hERG WT inh	6	1	-17	-20	5	4	18	-7	7	9

28: Cc1ccccc1NC(=O)COC(=O)COc1ccc2ccc(=O)oc2c1
29: COc1cc(NCCCCC(C)N)c2nccc(C)c2c1 (stereo not given)
30: O=C1C(=C(c2ccccc2)N2CCOCC2)Cc2ccccc21
31: CCc1nc(N2CCN(C(=O)CCCl)CC2)c2c3c(sc2n1)CCCC3
32: COc1cc2c3c(cccc3c1)C(=O)N(CCN1CCCC1)C2=O
assay / entry	28	29	30	31	32
KCNH2 3.1 inh	13	4	3	1	2
hERG WT inh	16	-11	-2	-8	3

The results go on.
33: O=C(Nc1cccc(C(=O)O)c1)/C(=C\c1cccc([N+](=O)[O-])c1)NC(=O)c1ccc(Br)cc1
34: CC(C)C1C(=O)N(Cc2cn(Cc3ccco3)nn2)CCS(=O)(=O)N1Cc1ccc(-c2ccncc2)cc1 (stereo not given)
35: CC(C)(C)OC(=O)N1CCN(C(=O)c2[nH]cnc2C(=O)Nc2ccccc2F)CC1
36: Cc1ccc(C(=O)N2CCC(C(=O)c3ccc(F)cc3)CC2)cc1
37: CNC(=O)C[C@H]1C(=O)N(CCc2ccccc2)C[C@@H]1c1ccc(OC)cc1
38: CC(C)NC(=O)Nc1ccc2c(c1)C(=O)N([C@H](C)CO)C[C@H](C)[C@@H](CN(C)S(=O)(=O)c1ccccc1)OCCCC[C@@H](C)O2
39: Cc1sc2ncnc(SCC(=O)NC3CCS(=O)(=O)C3)c2c1C (stereo not given)
40: CC1NC(=O)c2cc3ccccc3cc2-n2c1nc1cc(F)ccc1c2=O (stereo not given)
assay / entry	33	34	35	36	37	38	39	40
KCNH2 3.1 inh	2	-3	14	-14	-4	0	20	-4
hERG WT inh	-9	-7	-32	24	-1	7	-7	2

41: C[C@@H](O)CNC(=O)c1[nH]cnc1C(=O)N[C@H](C)c1ccccc1
42: Nc1nc(N)c2cc(Sc3ccc(Cl)cc3)ccc2n1
43: CCC(C)C(NC(=O)c1ccccc1)C(=O)N1CCN(C(=O)c2ccccc2)CC1 (stereo not given)
44: COc1cc(Cl)c(C)cc1NC(=O)c1ccccc1NC(=O)CN1CCN(C(C)=O)CC1
45: O=C1CN(C(=O)CN2CCN(S(=O)(=O)c3ccccc3)CC2)c2ccccc2N1
46: CCCCn1nc(C(=O)NC2CCCCC2)c2ccccc2c1=O
47: COc1ccc(NC(=O)N(C)C[C@@H]2Oc3cc(Br)ccc3S(=O)(=O)N([C@H](C)CO)C[C@H]2C)cc1
48: CC(=O)c1ccc(N2CCN(C(=O)COc3ccc4ccccc4c3)CC2)cc1
assay / entry	41	42	43	44	45	46	47	48
KCNH2 3.1 inh	-8	-35	27	-30	8	3	3	2
hERG WT inh	1	27	10	27	-18	4	-4	-39

49: CC1(C)CC(=O)C=C(c2ccc(COC(=O)c3cccc(C(F)(F)F)c3)cc2)C1=O
50: Cc1cc(C)c(OCC(=O)OCC(=O)NCc2ccco2)c(C)c1
51: O=C(CC1SC(N2CCCC2)=NC1=O)Nc1ccc(C(=O)NCc2ccccc2F)cc1 (stereo not given)
52: CCOC(=O)C(=NO)C1=CSC2=NNC(C)(C)N12
53: CCCN(CC1CC1)C(=S)NC(=O)c1ccccc1C
54: CCOC(=O)C1CCN(C(=O)c2ccc3c(=O)n4nc(Nc5ccccc5)sc4nc3c2)CC1
55: CNC(=O)C1CN(C(=O)c2cccc(S(=O)(=O)N3CCc4ccccc43)c2)c2ccccc2O1 (stereo not given)
56: C#CC(C)OCC1CNC(=S)O1 (stereo not given)
assay / entry	49	50	51	52	53	54	55	56
KCNH2 3.1 inh	-12	1	9	-16	0	-79*	-3	1
hERG WT inh	-2	-4	-3	7	-4	-3	-7	15

57: C[C@@H]1CN([C@H](C)CO)C(=O)CCCn2nncc2CO[C@@H]1CN(C)C(=O)c1ccccc1
58: CCOC(=O)Nc1ccc2c(c1)N(C(=O)CN(C)C)c1ccccc1S2
59: OCCCN1CNC(=S)NC1
60: C[C@H](CO)N1C[C@H](C)[C@@H](CN(C)C(=O)CN2CCOCC2)Oc2ncc(-c3cncnc3)cc2C1=O
assay / entry	57	58	59	60
KCNH2 3.1 inh	9	1	20	-13
hERG WT inh	-19	0	2	-5

From PubChem BioAssay
